Bioassay records from PubChem.
DAX1 inh-1 – DAX1 (NR0B1) inhibitors, primary screen, cell-based, HEK293, Gal4-DAX1, luciferase luminescence; Nuclear receptor subfamily 0 group B member 1 (Homo sapiens), P51843; HEK293 Gal4-DAX1 luciferase reporter; inhibition, % at 6.75 µM; hit rate 0.99% among 340,000; AID 504766, 2011;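 active means inhibition above the mean over all tested compounds plus 3 SD, cut at about 4.2% in these data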;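 further: 0% = DAX1-transfected cells with DMSO and 100% = empty-vector control cells with DMSO; inhibition shows as a rise in luminescence from relieved DAX1 repression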
NPR2 activator – human GC-B receptor activators, primary screen, HEK293 GC-B cells, cGMP TR-FRET, EC30 CNP; Atrial natriuretic peptide receptor 2 (Homo sapiens), P20594; hit rate 0.11% among 370,000; activation, % at 10 µM; AID 1920062, 2024; 0% at EC30 CNP, 100% saturating CNP;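 active means activation at 10 µM reaching about 35% in either raw or pattern-adjusted values, limit read from the data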
DAX1 inh-2 – DAX1 (NR0B1) inhibitors on StAR promoter, primary screen, cell-based, luminescence, SF-1 (NR5A1), full-length DAX-1. hit rate 1.1% among 370,000. AID 652010, 2013. inhibition, % at 6.8 µM. HEK293T StAR-luciferase reporter, SF-1/DAX-1 repression relief;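 active means inhibition above the mean over all tested compounds plus 3 SD, cut at about 3.6% in these data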;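 further: 0% = DAX-1 cells with DMSO and 100% = cells lacking DAX-1 with DMSO; higher inhibition means more luminescence from relief of DAX-1 repression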
hcDAF-12 act – H. contortus DAF-12 nuclear receptor activators, primary screen, cell-based, luminescence, HEK293, lit1-tk-luc reporter | hit rate 1.4% among 370,000 | activation, % at 6.8 µM | HEK293 hcDAF-12 lit1-tk-luc reporter; 0% DMSO, 100% Δ7-dafachronic acid;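 active means activation above the mean of all tested compounds plus 3 SD, cut at about 5.5% in these data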;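 further: 100% = response to 3 µM Δ7-dafachronic acid high control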
sPLA2-III inh – human group III sPLA2 inhibitors, primary screen, biochemical, QFRET, BODIPY PC-A2 liposome substrate; inhibition, % at 12.2 µM; hit rate 0.56% among 370,000; QFRET BODIPY PC-A2 liposome hydrolysis, fluorescence; AID 743126, 2013;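 active means inhibition above mean plus 3 SD of compounds lying within the high and low control bounds, cut at about 19% in these data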;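 further: 0% = median of test compound wells and 100% = no enzyme DMSO wells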
SMARCA2 act – SMARCA2 (BRM) function activators, primary screen, cell-based, luminescence, high throughput; MG213 cells, MMTV-luciferase reporter, dexamethasone, overnight; activation, % at 9.1 µM; hit rate 1% among 370,000; AID 652017, 2013; in the data active means activation above about 7.8%;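 further: 0% = vehicle wells and 100% = reference activator wells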
ssDAF-12 act – S. stercoralis DAF-12 nuclear receptor activators, primary screen, cell-based, luminescence, HEK293, GRIP1 co-expression, lit1-tk-luc; activation, % at 6.8 µM; Nuclear hormone receptor DAF-12 (Strongyloides stercoralis); HEK293 ssDAF-12/GRIP1 lit1-tk-luc reporter; % of 3 µM dafachronic acid response; hit rate 1% among 370,000;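 active means activation above the mean over all tested compounds plus 3 SD, cut at about 0.9% in these data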;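 further: 0% = DMSO-only wells and 100% = 3 µM delta7-dafachronic acid wells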
FXN GAA850 act – FXN promoter activators, primary screen, cell-based, luciferase luminescence, HEK293 lucGAA850. activation, % at 6 µM. HEK293 lucGAA850 FXN promoter luciferase reporter, 24 h; percent of 10 µM SAHA response. hit rate 0.56% among 360,000;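 active means activation above the average of all compounds screened plus 3 SD, cutoff fixed separately per campaign, cut at about 7.5% in these data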;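 further: 0% = DMSO wells and 100% = 10 µM SAHA wells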
hgDAF-12 ag – H. glycines DAF-12 receptor agonists, primary screen, cell-based, luminescence, HEK293, GAL4 fusion, UAS-luciferase. activation, % at 6.8 µM. hit rate 1.8% among 370,000. HEK293 GAL4-hgDAF12 UAS-luciferase reporter, agonist luminescence; normalized to butyrate control;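 active means activation above a cutoff set at the mean of all screened compounds plus 3 SD, cut at about 10% in these data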;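 further: 0% = DMSO wells and 100% = sodium butyrate wells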
proKLK7 act – proKLK7 zymogen activators, primary screen, biochemical, fluorescence intensity; purified proKLK7, EDANS-DABCYL substrate fluorescence; 100% is mature enzyme control, 0% vehicle; Kallikrein-7 (Homo sapiens), P49862; hit rate 0.9% among 370,000; activation, % at 7 µM; AID 652039, 2013;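 active means activation above the mean of all tested compounds plus 3 SD, computed per campaign excluding outliers beyond control limits, cut at about 13% in these data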
GC-A act – GC-A stimulated cGMP production enhancers – HEK293 GC-A cells, cGMP TR-FRET, EC30 ANP, primary screen. 0% at EC30 ANP, 100% saturating ANP. activation, % at 10 µM. AID 1671463, 2021. hit rate 0.14% among 370,000. Atrial natriuretic peptide receptor 1 (Homo sapiens), P16066; in the data active means activation above about 40%
Target sequence (P16066 whole entry, looked up): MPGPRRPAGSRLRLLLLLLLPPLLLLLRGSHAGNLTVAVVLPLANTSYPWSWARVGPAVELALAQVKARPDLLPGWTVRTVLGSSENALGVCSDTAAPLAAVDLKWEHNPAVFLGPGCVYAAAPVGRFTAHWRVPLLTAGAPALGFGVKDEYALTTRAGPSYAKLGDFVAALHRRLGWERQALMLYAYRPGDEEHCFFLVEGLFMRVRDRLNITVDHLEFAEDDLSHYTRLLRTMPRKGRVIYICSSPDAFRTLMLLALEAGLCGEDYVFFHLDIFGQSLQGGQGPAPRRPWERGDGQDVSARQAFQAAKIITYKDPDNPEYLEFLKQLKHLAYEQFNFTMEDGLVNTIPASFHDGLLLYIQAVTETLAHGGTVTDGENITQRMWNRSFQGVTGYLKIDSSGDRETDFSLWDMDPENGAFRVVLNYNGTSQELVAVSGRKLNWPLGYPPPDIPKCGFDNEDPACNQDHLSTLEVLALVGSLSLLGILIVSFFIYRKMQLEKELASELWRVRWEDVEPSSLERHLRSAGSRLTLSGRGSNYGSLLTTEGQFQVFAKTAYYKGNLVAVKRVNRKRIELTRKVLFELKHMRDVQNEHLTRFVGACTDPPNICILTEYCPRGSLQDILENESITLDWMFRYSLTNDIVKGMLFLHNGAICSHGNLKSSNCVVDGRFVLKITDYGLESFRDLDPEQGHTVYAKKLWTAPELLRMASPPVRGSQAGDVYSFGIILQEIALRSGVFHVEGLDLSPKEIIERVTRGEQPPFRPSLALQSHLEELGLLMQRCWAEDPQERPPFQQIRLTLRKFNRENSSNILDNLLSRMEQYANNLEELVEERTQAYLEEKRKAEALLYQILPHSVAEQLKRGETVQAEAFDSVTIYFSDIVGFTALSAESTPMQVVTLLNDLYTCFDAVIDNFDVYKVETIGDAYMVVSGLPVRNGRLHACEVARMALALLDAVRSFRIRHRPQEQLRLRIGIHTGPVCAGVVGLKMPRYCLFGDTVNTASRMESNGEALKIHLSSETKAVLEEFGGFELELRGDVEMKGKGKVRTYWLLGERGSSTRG
Active calls of the source: *; . = no result given.

SMILES	DAX1 inh-1	NPR2 activator	DAX1 inh-2	hcDAF-12 act	sPLA2-III inh	SMARCA2 act	ssDAF-12 act	FXN GAA850 act	hgDAF-12 ag	proKLK7 act	GC-A act
COc1cccc(CNc2nc3nc(C)cc(C)n3n2)c1	-0.7	-0.5	0.1	-0.5	-1.2	-1.1	-0.8	0.5	1.7	0.6	-0.4
O=C(CCC1CC(=O)Nc2ccccc21)NCc1ccccc1 (stereo not given)	-0.6	0.5	0.9	1.2	-2.0	-0.5	-0.6	-0.7	4.8	0.0	2.0
C/C(=N\NC(=O)c1cc(C)nc2ccccc12)c1ccco1	-0.7	2.8	-1.6	-1.4	3.9	1.2	-1.9	-4.2	4.2	0.5	2.1
COc1ccc(C2CC(O)(c3ccccc3)Oc3cc(OC)cc(OC)c32)cc1 (stereo not given)	0.8	-9.3	0.1	-0.4	-20.4	0.0	-1.3	-2.0	0.6	1.2	-4.5
Nc1nc(Cl)nc2c1ncn2C1CC(O)C(CO)O1 (stereo not given)	-2.3	3.5	-2.8	-4.1	-0.4	0.5	-1.9	-10.8	-3.9	-0.2	5.5
CCN(CC)c1ccc(NC(=O)CSC(=O)c2ccccc2)cc1	0.7	-2.4	-0.4	-0.6	12.5	-0.5	-0.7	1.4	2.1	0.3	0.2
CC1CCCCN1C(=O)CSc1nc(C2CC2)nc2ccccc12 (stereo not given)	-1.9	3.1	-0.3	-1.9	5.2	-4.1	-1.6	0.8	-0.6	-0.2	5.9
COCCN(C(=O)COC(=O)Cc1coc2cc3c(cc12)CCC3)c1c(N)n(Cc2ccccc2)c(=O)[nH]c1=O	-0.8	-0.7	0.4	-0.7	-19.7	-2.0	-0.7	-0.6	-0.4	-0.4	1.1
CCCCC(CC)CNC(=O)c1ncn[nH]1 (stereo not given)	-0.7	-3.0	0.1	-1.4	-25.6	0.5	-0.8	1.5	3.0	0.2	1.1
CC(C)(C)C(=O)Nc1cccc(OC(F)(F)C(F)Cl)c1 (stereo not given)	0.5	3.0	0.5	-1.0	3.6	-1.3	-1.4	2.2	0.2	0.6	1.7
CCCCn1c(N)c(N(CC(C)C)C(=O)CN(C)S(=O)(=O)c2ccc(F)cc2)c(=O)[nH]c1=O	1.5	4.2	0.2	-1.6	-2.2	-2.1	-0.4	-0.1	-1.5	-0.7	1.5
Cc1nc2c(C(=O)NCc3ccc4c(c3)OCO4)c[nH]n2c(=O)c1Cl	2.0	-2.8	0.0	-0.6	-46.1	-3.7	-0.6	2.8	-0.8	0.0	-0.5
O=C(COc1ccccc1)NCC(=O)Nc1ccc(S(=O)(=O)NCc2ccco2)cc1	0.0	1.0	0.7	0.5	-19.7	2.1	-0.5	-0.7	4.8	0.0	-1.8
CC1CCN(C(=O)CCCNC(=O)Cn2cnc3sc4c(c3c2=O)CCCC4)CC1	-0.7	-3.6	0.2	-1.3	0.3	-2.6	-1.3	-0.4	-0.1	0.3	4.0
CC(C)CSc1nnc2c3ccccc3n(C)c2n1	10.1*	-0.1	1.5	13.9*	3.5	1.3	1.6*	4.5	9.5	-0.4	3.2
CCCc1nnc(SCC(=O)Nc2cccc(C(F)(F)F)c2)o1	-0.2	-1.7	0.1	-1.7	-8.0	-0.3	-1.6	1.0	4.1	0.4	-2.8
COc1ccc(CNS(=O)(=O)c2ccccc2Br)c(OC)c1	.	3.4	-0.1	-0.2	-5.9	1.9	-0.9	.	1.0	1.0	-1.6
COc1ccc(NC(=O)CN(C)C(=O)C(C)N2C(=O)c3ccccc3C2=O)cc1 (stereo not given)	-1.1	7.2	-1.8	-1.5	5.8	0.5	-0.9	0.8	0.2	0.2	0.6
COc1cc2c(cc1OC)C(C)N(CCN1C(=O)c3ccccc3C1=O)CC2 (stereo not given)	-0.7	-4.5	-0.2	-1.4	6.9	-3.9	-1.2	1.3	-1.9	0.9	-1.4
Cc1ccccc1S(=O)(=O)c1c(C)cc(C)n(C)c1=O	-0.3	-5.5	0.1	-1.4	9.6	-2.6	-1.0	-0.6	-0.6	0.6	-3.7
COc1ccccc1N1CCN(/N=C\c2ccccc2)CC1	5.1*	0.5	0.8	2.8	2.7	0.6	-1.0	2.2	5.0	-0.4	6.9
Cn1cnc2c(NCc3ccco3)ncnc21	-0.1	0.6	1.1	-0.1	11.7	-0.4	-0.5	-0.1	0.3	1.0	0.4
COc1ccc(CCNC(=O)c2cc3c(=O)n(C)c4ccccc4c3n2C)cc1OC	0.5	8.8	0.6	-0.9	-3.7	1.2	-1.3	0.1	0.7	0.3	5.5
O=C1C(O)CCN1C1CCCCC1 (stereo not given)	1.6	6.2	0.8	0.3	10.0	-5.8	-1.0	1.4	0.7	0.0	2.8
CCN1CCN(C(=O)N(c2ccccc2)c2ccccc2)CC1	-0.3	-3.2	0.3	0.3	6.0	-2.3	-0.8	-1.0	0.0	0.0	0.7
CS(=O)(=O)N1CCN(C(=O)NC2CCCCC2)CC1	0.7	-1.9	0.3	-0.8	6.5	-3.6	-0.9	-0.5	-1.5	-0.5	-6.2
Cc1[nH]cnc1CN1CCc2c(c3ccccc3n2C)C1=O	-0.1	4.5	-0.3	0.9	0.6	-3.5	-0.7	1.9	-0.5	0.1	0.8
COc1ccc(CCn2c(=O)c3cccnc3n(Cc3cccc([N+](=O)[O-])c3)c2=O)cc1OC	-0.2	2.4	0.1	-0.2	14.2	-0.4	0.1	0.2	0.2	-0.2	-2.3
C=CCn1c(Cc2cccs2)nnc1SCC(=O)Nc1cccc(OC)c1	0.0	-0.8	0.1	-1.2	-4.3	-1.7	-1.3	1.8	0.0	-0.1	-1.4
CC1CCN(CCCCOc2ccccc2-c2ccccc2)CC1	-1.2	-7.0	-0.4	1.2	-17.9	1.1	-1.5	-0.8	0.3	-0.3	-15.7
CC(=O)Nc1ccc(C)cc1NC(C)=O	1.3	2.1	0.4	-1.4	2.1	-0.4	-0.5	-0.8	-0.2	-0.2	3.5
O=C(Nc1ccc(F)cc1)c1ccccc1F	1.3	0.1	2.2	6.3*	-1.9	2.8	-0.9	5.5	3.6	0.6	-5.0
Cn1c(SCC(=O)NC2CC2)nnc1-c1cccs1	0.8	1.7	0.2	0.0	1.4	-0.3	-0.6	1.2	-2.5	0.0	0.3
COC(=O)CC(NC(=O)c1ccco1)c1cccc2ccccc12 (stereo not given)	-0.2	-1.3	0.5	-2.1	1.7	-0.6	-1.0	2.4	-0.3	0.2	-2.1
Cc1ccc(-n2c(SCC(=O)NN=Cc3c[nH]c4ccccc34)nnc2-c2ccccc2)cc1	.	-13.2	-0.5	1.3	-3.2	-7.5	-0.2	.	-1.6	0.2	-14.7
COCC(C)n1c(SCC(=O)N2CC(=O)Nc3ccccc32)nc2ccccc2c1=O (stereo not given)	-0.2	-2.0	0.4	-0.5	0.1	0.5	0.2	3.8	-0.2	0.0	-14.1
O=C(O)c1ccccc1SCC(=O)N1c2ccccc2Sc2ccccc21	-0.3	-1.9	0.9	3.1	-32.2	1.5	0.2	-2.0	1.1	-0.2	1.6
C[C@@H]1CCCCO[C@H](CN(C)C(=O)Nc2cccc3ccccc23)[C@@H](C)CN([C@H](C)CO)C(=O)c2cc(N(C)C)ccc2O1	-1.6	8.6	0.1	0.0	8.2	-1.1	0.2	-3.4	-1.0	-1.0	1.0
Cc1ccc2nc3n(c(=O)c2c1)-c1ccccc1C(=O)NC3Cc1ccccc1 (stereo not given)	.	-0.5	-0.3	-2.0	0.8	-0.5	-1.1	.	-0.3	0.4	-3.2
CCC(C)NC(=O)c1ccc(NC(=O)C2=C(C)OCCS2)cc1 (stereo not given)	-0.1	3.5	0.1	-2.1	20.6*	-3.1	-0.8	1.8	0.5	0.0	4.4

Just FXN GAA850 act and proKLK7 act, for three of the compounds above:
SMILES,FXN GAA850 act,proKLK7 act
Cn1c(SCC(=O)NC2CC2)nnc1-c1cccs1,1.2,0.0
COC(=O)CC(NC(=O)c1ccco1)c1cccc2ccccc12 (stereo not given),2.4,0.2
Cc1ccc(-n2c(SCC(=O)NN=Cc3c[nH]c4ccccc34)nnc2-c2ccccc2)cc1,.,0.2

(next part)
SMILES	DAX1 inh-1	NPR2 activator	DAX1 inh-2	hcDAF-12 act	sPLA2-III inh	SMARCA2 act	ssDAF-12 act	FXN GAA850 act	hgDAF-12 ag	proKLK7 act	GC-A act
O=C(Nc1ccon1)c1ccc2c(c1)OCO2	1.6	-3.6	1.1	1.4	8.3	3.7	0.1	1.6	5.3	0.5	-0.7
O=C(NCCN1CCOCC1)c1ccc2c(c1)N(Cc1ccccc1F)C(=O)c1ccccc1S2(=O)=O	0.2	-1.3	-0.2	-2.4	1.3	-1.7	-0.9	1.0	-0.6	-0.2	-3.7
COC(=O)c1ccccc1NC(=O)c1ccco1	-1.0	-0.8	-0.3	-0.8	-1.9	0.1	-1.2	3.1	-0.6	0.8	-0.6
Cc1c([N+](=O)[O-])c([N+](=O)[O-])nn1CC(=O)N1CCOCC1	2.0	-0.7	-0.4	0.1	1.2	1.1	-0.8	0.0	3.2	0.5	-0.6
CC1=NN(c2ccccc2)C(=O)/C1=C/N(C)C	3.7	0.7	0.6	0.4	4.6	-3.8	-1.2	0.7	1.8	0.7	-0.8
COc1ccc(Oc2ncccc2[N+](=O)[O-])cc1	1.7	1.3	0.5	-0.6	-1.3	-2.1	-1.2	0.6	-1.2	0.0	-0.7
NS(=O)(=O)c1ccc(NC(=O)c2ccc(-c3ccccc3)cc2)cc1	.	-1.4	0.7	-0.3	-3.1	4.4	-0.9	-0.2	3.0	-0.5	-7.8
O=S(=O)(c1ccccc1)N1CCN(S(=O)(=O)c2ccc(F)cc2)CC1	2.3	3.9	-0.3	-0.5	12.5	-0.9	-0.2	0.0	-1.8	0.4	-1.8
Cc1ccc(NC(=O)c2n[nH]c(=O)c3ccccc23)cc1S(=O)(=O)N1CCOCC1	-0.4	12.2	-0.1	-2.0	-7.1	-1.0	-0.5	0.9	1.7	0.2	8.6
Cc1ccc(S(=O)(=O)N2CCCCC2)cc1NC(=O)c1ccccc1Cl	0.6	-0.3	0.2	-2.2	-0.4	-3.8	-1.3	1.0	-1.6	-0.2	-1.5
